Screens (PubChem)
RECQ1 helicase – qHTS Assay for Inhibitors of RecQ-Like Dna Helicase 1 (RECQ1). ATP-dependent DNA helicase Q1 (Homo sapiens), P46063. RECQ1 DNA unwinding, red fluorescence kinetic read. Potency, µM (titrated, usually from 57.3 µM), for the others: at the highest dose activity, negative = inhibition, usual class: inhibitors. 240,000 compounds, 0.54% hits. AID 2549, 2010;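 note: plate controls were vehicle for no effect and no enzyme for full effect; nearly all actives have a fitted effect of over 30% in size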
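RECQ1T1 50 nM; forked duplex (20 bp + 30-nt ss tails) 200 nM, ATP 2 mM final; pH 8.0, 2 mM MgCl2, 2.5 ug/ml poly(dI-dC); 15 min compound preincubation; discontinuous kinetic read over 2 h at RT.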
TexasRed fluor – Total Fluorescence Counterscreen for Inhibitors of the Interaction of Thyroid Hormone Receptor and Steroid Receptor Coregulator 2. 280,000 compounds, 0.29% hits. TRb/SRC2 Texas Red total fluorescence interference. Potency, µM (series often up to 106 µM), for inactives: at the top dose fluorescence change, negative = quenching. AID 1479, 2009; active = well fitted curve in either direction with a large enough effect; inconclusive = small, poorly fitted or top-dose-only effect
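Flags fluorescent or light-absorbing compounds by total fluorescence, S + 2P, at 555 nm excitation and 632 nm emission. Mixture: 20 nM Texas Red SRC2 peptide, 0.6 uM human TRb LBD, 1 uM T3, 5% DMSO; compound exposure 5 h at ambient temperature.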
GAA inh – qHTS Assay for Inhibitors of Human alpha-Glucosidase as a Potential Chaperone Treatment of Pompe Disease | 200,000 compounds, 0.005% hits | Potency, µM (doses to about 76.9 µM), without a hit: at the top dose activity change, negative = inhibition, usual class: inhibitors | Lysosomal alpha-glucosidase (Homo sapiens), P10253 | purified human GAA, 4-MU-alpha-glucoside fluorescence | AID 1466, 2008;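 note: plate controls were uninhibited enzyme wells for no effect and no-enzyme background for full effect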
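Human enzyme at 4 nM with 400 uM 4-methylumbelliferyl-alpha-D-pyranoside, citrate/phosphate buffer pH 5.0, 0.005% Tween-20, 20 min at room temperature. Compounds up to 77 uM. 4-MU fluorescence (Ex 365/Em 440) read after NaOH/glycine stop; AC50 from Hill fit.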
GAA spleen mod – qHTS Assay for Inhibitors and Activators of Human alpha-Glucosidase From Spleen Homogenate | human spleen homogenate, 4-MU-alpha-glucoside fluorescence | Potency, µM (top dose mostly 79.9 µM), inactives show at the top dose activity change, negative = inhibition, usual class: inhibitors | 240,000 compounds, 0.006% hits | AID 2112, 2009;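 note: 0% = enzyme with vehicle and -100% = no enzyme basal signal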
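Human spleen homogenate (1 ug) incubated with compounds and 1 mM 4-methylumbelliferyl-alpha-D-glucopyranoside in pH 5.0 citrate/phosphate buffer, 37 C, 40 min. Stopped at pH 10; 4-MU fluorescence (Ex 365/Em 440 nm); AC50 by Hill fit.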
TRb-SRC2 inh – qHTS for Inhibitors of the Interaction of Thyroid Hormone Receptor and Steroid Receptor Coregulator 2; Thyroid hormone receptor beta (Homo sapiens), P10828; TRbeta-SRC2 peptide binding, fluorescence polarization; receptor liganded with 1 µM T3; Potency, µM (series often up to 106 µM), inactives show at the highest dose activity change, negative = inhibition, usual class: inhibitors; 280,000 compounds, 0.065% hits;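 note: plate controls were bound peptide for no effect and peptide without receptor for full effect; nearly all actives have a fitted effect of over 50% in size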
Target sequence (P10828 whole entry, looked up): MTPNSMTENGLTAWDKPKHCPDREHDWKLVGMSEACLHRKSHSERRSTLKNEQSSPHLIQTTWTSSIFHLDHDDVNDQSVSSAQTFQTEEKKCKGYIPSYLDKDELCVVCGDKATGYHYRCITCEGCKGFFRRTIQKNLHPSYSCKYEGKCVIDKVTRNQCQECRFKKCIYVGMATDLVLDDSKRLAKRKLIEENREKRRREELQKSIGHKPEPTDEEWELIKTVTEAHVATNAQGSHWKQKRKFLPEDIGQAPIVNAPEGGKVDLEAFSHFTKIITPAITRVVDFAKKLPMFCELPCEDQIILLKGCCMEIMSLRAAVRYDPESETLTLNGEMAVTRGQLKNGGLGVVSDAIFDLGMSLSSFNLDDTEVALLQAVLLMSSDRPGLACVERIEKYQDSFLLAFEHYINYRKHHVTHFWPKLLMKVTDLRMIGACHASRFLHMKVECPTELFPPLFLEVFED
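Fluorescence polarization of 20 nM Texas Red SRC2 peptide (20-aa NR interaction domain) bound to 0.6 uM human TRb ligand-binding domain, with 1 uM T3, after 5 hr at ambient temperature; inhibition seen as decreased polarization.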
GoLoco inh red – qHTS Assay for Inhibitors of RGS12 GoLoco Motif Activity (Red Fluorophore); Gai1:RGS12 GoLoco peptide FP, rhodamine, 10 min; Potency, µM (series often up to 61.6 µM), without a hit: at the highest dose activity, negative = inhibition, actives largely listed as inhibitors; 230,000 compounds, 0.44% hits; active = well fitted inhibition curve with a large enough effect, not every such curve was filed as active; inactive = no such curve, though single readings can be large or run the other way; note: nearly all actives have a fitted effect of over 30% in size; many of its hits are not listed in these tables
Target sequence (P63096 whole entry, looked up): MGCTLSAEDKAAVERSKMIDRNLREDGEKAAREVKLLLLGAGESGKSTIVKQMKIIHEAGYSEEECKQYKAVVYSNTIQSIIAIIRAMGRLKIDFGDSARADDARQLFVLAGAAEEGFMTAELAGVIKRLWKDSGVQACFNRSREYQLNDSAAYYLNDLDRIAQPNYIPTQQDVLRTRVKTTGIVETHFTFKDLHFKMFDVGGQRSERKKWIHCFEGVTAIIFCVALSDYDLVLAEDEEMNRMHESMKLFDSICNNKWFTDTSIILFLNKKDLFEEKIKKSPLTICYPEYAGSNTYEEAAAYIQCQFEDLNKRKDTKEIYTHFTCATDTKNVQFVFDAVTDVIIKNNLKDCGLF
GAA glycogen – qHTS Assay for Inhibitors and Activators of Human alpha-Glucosidase Cleavage of Glycogen | 300,000 compounds, 0.38% hits | Potency, µM (top dose mostly 76.4 µM), for inactives: at the highest dose activity change, negative = inhibition, most hits filed as inhibitors | recombinant GAA, glycogen substrate, Amplex Red glucose oxidase fluorescence | Lysosomal alpha-glucosidase (Homo sapiens), P10253;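 note: 0% = full enzyme reaction and -100% = no-enzyme basal signal; the screen sought inhibitors and activators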
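Recombinant human alpha-glucosidase (4 nM final) hydrolysed bovine liver glycogen (30 ug) for 40 min at 37 C in pH 5.0 citrate/phosphate with 0.01% Tween-20. Released glucose detected by glucose oxidase/Amplex Red, Ex 573/Em 610 nm. Compounds up to 77 uM; AC50 from Hill fits.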
L3MBTL1 inh – qHTS Assay for the Inhibitors of L3MBTL1; AlphaScreen L3MBTL1–H3K9me1 peptide binding; Potency, µM (series often up to 57.1 µM), for inactives: top-dose activity, negative = inhibition, usual class: inhibitors; 230,000 compounds, 0.66% hits; note: nearly all actives have a fitted effect of over 60% in size
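Displacement of a biotinylated histone H3(1-15) peptide monomethylated at Lys9 (75 nM) from L3MBTL1 (50 nM) was measured by AlphaScreen after a 30 min room-temperature compound incubation; cefsulodin titration served as intraplate control.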
Starred values were filed as active, the others as inactive; i = inactive; ? = inconclusive; / = not tested or not shown; [ ] = dose if it differs, or a comment. Unless noted, calls come from the whole dose curve; as a rule, active = well fitted curve in the direction sought with a large enough effect; inconclusive = small, poorly fitted or top-dose-only effect, or another doubt; inactive = no such curve, though single readings can be large; an effect the other way counts as inactive or inconclusive. Unless noted, % is set by controls: 0 for no effect and ±100 for the full control effect; potency is the fitted concentration of half-maximal effect. Some of the compounds tested. The share of hits here may be higher or lower than overall.

SMILES	RECQ1 helicase	TexasRed fluor	GAA inh	GAA spleen mod	TRb-SRC2 inh	GoLoco inh red	GAA glycogen	L3MBTL1 inh
Cc1ccc(O)c([C@H](CCN(C(C)C)C(C)C)c2ccccc2)c1	0%	-1%	/	-16%	4%	8%	-18%[76.3 µM]	/
COC(=O)COc1cccc(NC(=O)c2cccc(C)c2)c1	i	0%	11%	0%	5%	3%	-1%	14%
COc1ccc(N(CC(=O)NCc2ccco2)S(=O)(=O)c2c(C)nn(C)c2C)cc1	-9%	-4%	2%[15.4 µM]	-6%	-1%	-1%	11%	-1%
COCC(=O)Nc1nnc(Cc2ccc(OC)cc2)s1	-1%	-3%	-2%	0%	-18%	7%	8%	1%
c1cncc(CNc2ncnc3sc4c(c23)CCCC4)c1	3%	-2%	4%	11%	1%	0%	2%	/
CN(C)CCCN1C(=O)c2oc3ccccc3c(=O)c2C1c1cccs1 (stereo unspecified)	i	0%	-9%	-11%	-1%	9%	1%	4%
CC1CCN(C2CC(=O)N(c3ccc(Br)cc3Br)C2=O)CC1 (stereo unspecified)	-8%	-1%	/	-9%	3%	-4%	3%	1%
O=C(CN1C(=O)CCC1=O)NC(=O)NC1CCCC1	i	-3%	-7%[15.4 µM]	11%	0%	2%	-4%	8%
O=c1c2ccccc2c2ccccc2c(=O)n1Cc1ccco1	3%	3%	-2%	1%	-1%	3%	2%	-2%
O=C(NCCO)C1(c2ccccc2)CCCC1	-16%	1%	1%	-12%	-18%	5%	-7%	3%
Cn1c(=O)n(Cc2ccccc2)c(=O)c2c1nc(NCC1CCCO1)n2Cc1ccccc1 (stereo unspecified)	-8%	-2%	-1%	0%	-2%	5%	-2%	/
O=C(Nc1cccc(-c2nc3ccccc3s2)c1)C1=COCCO1	-15%	0%	-12%	3%	1%	12%	-1%	1%
CC(=O)C1=C(O)C(=O)N(c2nccs2)C1c1ccc(Br)cc1 (stereo unspecified)	-1%	0%	0%	-6%	-3%	97%[activator]	4%	/
O=C(c1cc2ccccc2o1)c1nc2c(n1O)CCCCC2	-9%	1%	-7%	-1%	-3%	4%	-4%	-9%
COc1ccc(-c2c(C#N)c(N)nc3sc(C(=O)c4ccc(C)cc4)c(N)c23)cc1	11%	-2%	-1%	1%	6%	8%	2%	12%
O=C(N/N=C/c1cccnc1)c1[nH]ncc1Br	i	1%	3%	-2%	3%	-9%	0%	9%
CCSc1nnc(NC(=O)c2cccnc2Cl)s1	1%	-4%	2%	-1%	2%	5%	0%	4%
CCCc1c(C)[nH]c2ccc(C(=O)O)cc2c1=S	14µM*	-3%	/	3%	0%	-3%	-5%	/
Cc1nnc(SCCCN2C(=O)c3ccccc3C2=O)o1	0%	-1%	-5%	-1%	-3%	-2%	2%	/
CC1CCC2(CC1)C(Nc1cccc(Cl)c1)=NC(=S)N2CC#N (stereo unspecified)	-2%	-4%	1%	-8%	6%	-5%	5%	?
CSC1=NCCN1C(=O)Cc1cccs1	-3%	0%	0%	-7%	8%	57%[activator]	7%	/
COc1ccc(/C=N/N(Cc2ccccc2)c2ccccc2)cc1O	i	-3%	2%	0%	1%	5%	-28%	?
Cc1ccc(C(=O)NNC(=S)NC(=O)COc2ccccc2)cc1	0%	2%	?	-7%	5%	-10%	-5%	/
CCCCCCCC1=Cc2ccccc2C(CC(=O)c2ccccc2)N1C(=O)OC (stereo unspecified)	14%[11.5 µM]	0%[11.2 µM]	/	7%[17.4 µM]	4%[11.2 µM]	4%[14.2 µM]	/	/
O=C(Nc1sc2c(c1C(=O)c1ccccc1)CCCC2)c1cccnc1	-17%	2%	-5%	-1%	-3%	-2%	-10%	-5%
COc1ccc(C2=Nn3c(nnc3-c3cccc(OC)c3OC)SC2)cc1	-12%	0%	/	2%	0%	/	/	/
COc1ccc(N2CCN(C(=O)c3ccc(COc4ccc5c(C)cc(=O)oc5c4)cc3)CC2)cc1	1%	0%	3%	1%	-4%	-4%	1%	-12%
COC(=O)Nc1cccn(Cc2c(Cl)cccc2Cl)c1=O	3%	-2%	-1%	-2%	6%	7%	10%	-7%
Cc1ccc(OCC(=O)Nc2ccc3c(c2)OC(F)(F)O3)c([N+](=O)[O-])n1	-1%	10%	-2%	-1%	10%	0%	-9%	4%
CCCN(CCC)CCNC(=O)CCC(=O)Nc1ccc2nc(N3CCN(C)CC3)cc(C)c2c1	1%	-1%	?	27%	-2%	0%	-6%	/

A draw from above in order of molecular weight, low to high:
SMILES	RECQ1 helicase	TexasRed fluor	GAA inh	GAA spleen mod	TRb-SRC2 inh	GoLoco inh red	GAA glycogen	L3MBTL1 inh
CSC1=NCCN1C(=O)Cc1cccs1	-3%	0%	0%	-7%	8%	57%[activator]	7%	/
COC(=O)Nc1cccn(Cc2c(Cl)cccc2Cl)c1=O	3%	-2%	-1%	-2%	6%	7%	10%	-7%
COc1ccc(/C=N/N(Cc2ccccc2)c2ccccc2)cc1O	i	-3%	2%	0%	1%	5%	-28%	?

New compounds follow.
SMILES	RECQ1 helicase	TexasRed fluor	GAA inh	GAA spleen mod	TRb-SRC2 inh	GoLoco inh red	GAA glycogen	L3MBTL1 inh
CCCCn1c(=O)c(C(C)=O)c(O)c2ccccc21	-1%	-2%	2%	-4%	4%	30%	7%	12%
Cc1ccc(/C=C(\NC(=O)c2ccc(C)cc2)c2nc(=S)[nH][nH]2)cc1	-4%	-5%	-6%	-4%	1%	-5%	-30%	-10%
O=C(c1ccco1)N1CCN(c2ncnc3c2[nH]c2ccccc23)CC1	i	-10%	-6%	1%	-8%	17%	-1%	38%[activator]
CCCn1c(SCC(=O)N2CCN(S(=O)(=O)c3ccc(Cl)cc3)CC2)n[nH]c1=O	0%	-4%	?	-14%	0%	1%	-1%	/
O=C(COc1ncnc2ccccc12)NC1CCS(=O)(=O)C1 (stereo unspecified)	-4%	-2%	-6%	1%	6%	8%	1%	8%
COc1cccc(N=CC=C2OC(C)(C)C(C)(C)O2)c1	-16%	0%	-5%	3%	3%	2%	4%	/
O=c1cc(N2CCCCC2)c(-c2ccccc2)nn1Cc1ccc(Cl)cc1Cl	-5%	/	?	-4%	/	3%	0%	20%
O=C1CCCc2nc(N3CCN(C(c4ccccc4)c4ccccc4)CC3)ncc21	3%	1%	-4%	-14%	-5%	10%	-5%	-11%
CN(CC(=O)Nc1ccc(S(=O)(=O)N2CCCC2)cc1)CC(=O)Nc1ccc(F)c(F)c1F	-12%	-2%	-2%	4%	-2%	-1%	-13%	4%
Cc1ccc(S(=O)(=O)N2CCSC2=Nc2ccccc2)cc1	-2%	-2%	/	-3%	-1%	8%	-21%	/

Part of the list above, limited to GoLoco inh red.
compound	GoLoco inh red
Cc1ccc(S(=O)(=O)N2CCSC2=Nc2ccccc2)cc1	8%
O=C(COc1ncnc2ccccc12)NC1CCS(=O)(=O)C1 (stereo unspecified)	8%
O=C(c1ccco1)N1CCN(c2ncnc3c2[nH]c2ccccc23)CC1	17%
O=C1CCCc2nc(N3CCN(C(c4ccccc4)c4ccccc4)CC3)ncc21	10%
CCCCn1c(=O)c(C(C)=O)c(O)c2ccccc21	30%
